# EPAC1 antagonist – qHTS for Antagonist of cAMP-regulated guanine nucleotide exchange factor 3 (EPAC1): primary screen. Rap guanine nucleotide exchange factor 3 (Homo sapiens), O95398. EPAC1 GEF assay, Rap1b-BODIPY-GDP exchange fluorescence. Potency, µM (highest dose often 115 µM), for the others: at the highest dose activity change, negative = inhibition, hits mostly inhibitors. 0.14% of 360,000 active;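 note: potency is the fitted concentration of half-maximal effect; plate controls were vehicle for no effect and positive control for full effect; nearly all actives have a fitted effect of over 50% in size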
# Target sequence (O95398 whole entry, looked up): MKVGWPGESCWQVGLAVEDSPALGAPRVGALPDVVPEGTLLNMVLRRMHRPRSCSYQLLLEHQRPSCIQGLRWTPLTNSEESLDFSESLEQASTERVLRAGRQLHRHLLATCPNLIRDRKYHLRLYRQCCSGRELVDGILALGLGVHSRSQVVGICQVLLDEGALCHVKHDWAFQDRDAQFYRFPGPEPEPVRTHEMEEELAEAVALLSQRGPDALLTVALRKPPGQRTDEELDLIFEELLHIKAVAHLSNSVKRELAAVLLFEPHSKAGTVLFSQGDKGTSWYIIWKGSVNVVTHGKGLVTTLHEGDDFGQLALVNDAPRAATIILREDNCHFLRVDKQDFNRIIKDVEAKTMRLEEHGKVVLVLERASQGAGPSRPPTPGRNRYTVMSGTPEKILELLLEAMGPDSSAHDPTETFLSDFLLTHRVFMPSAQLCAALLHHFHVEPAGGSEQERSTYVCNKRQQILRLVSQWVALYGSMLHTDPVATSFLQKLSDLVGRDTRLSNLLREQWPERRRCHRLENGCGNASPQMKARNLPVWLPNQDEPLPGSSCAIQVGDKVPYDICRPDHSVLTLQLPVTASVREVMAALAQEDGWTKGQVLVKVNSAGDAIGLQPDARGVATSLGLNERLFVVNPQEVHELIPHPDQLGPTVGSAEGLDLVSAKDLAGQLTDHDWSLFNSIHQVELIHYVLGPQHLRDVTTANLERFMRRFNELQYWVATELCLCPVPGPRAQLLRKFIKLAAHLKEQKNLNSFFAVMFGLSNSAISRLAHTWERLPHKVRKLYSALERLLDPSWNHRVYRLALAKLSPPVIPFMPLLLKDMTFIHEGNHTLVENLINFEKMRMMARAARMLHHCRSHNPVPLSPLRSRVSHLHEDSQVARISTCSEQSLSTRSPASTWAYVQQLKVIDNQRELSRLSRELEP
# PLK1 PBD inh – qHTS for Inhibitors of PLK1-PDB (polo-like kinase 1 - polo-box domain): Primary Screen. Potency, µM, inactives show max response, negative = inhibition, usual class: inhibitors. AID 720504, 2013. Plk1 PBD binding of FITC phosphopeptide, fluorescence polarization. 2.8% of 360,000 active; note: potency is the fitted concentration of half-maximal effect; series mostly up to about 57 µM; % is set by controls: 0 for no effect and ±100 for the full control effect; nearly all actives have a fitted effect of over 65% in size
# WRN helicase inh – qHTS for Inhibitors of WRN Helicase | AID 651768, 2012 | Potency, µM (top dose mostly 114 µM), for inactives: at the top dose activity change, negative = inhibition, most hits filed as inhibitors | WRN helicase unwinding, fluorescent forked duplex, kinetic | 0.46% of 360,000 active; note: potency is the fitted concentration of half-maximal effect; % is set by controls: 0 for no effect and ±100 for the full control effect; nearly all actives have a fitted effect of over 55% in size
#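 Screening of the MLSMR collection measured strand separation of a quenched forked DNA duplex (100 nM) by 20 nM WRN with 2 mM ATP, all final. Compounds were preincubated with enzyme 15 min at room temperature.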
# CCT modulator – High-Throughput Screening for Modulators of Cytosolic Chaperonin Activity. purified chaperonin ATPase assay, HTRF ADP detection, 30 min. activity change, % (test concentration not listed), hits read low. 0.3% of 360,000 active; in the data active = activity change below about -30%; note: % is set by controls: 0 for no effect and ±100 for the full control effect
#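 We incubate TRiC, 40 or 20 nM final, with library compounds at 76 uM and 10 uM ATP for 30 min at 37 °C. ADP formed is detected with Transcreener HTRF reagents after 30 min at room temperature.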
# EPAC1 ag – qHTS for Agonist of cAMP-regulated guanine nucleotide exchange factor 3 (EPAC1): primary screen; Rap guanine nucleotide exchange factor 3 (Homo sapiens), O95398; EPAC1 agonist qHTS, biochemical assay; response scale: 100% = response to 6.5 mM cAMP; Potency, µM (top dose mostly 154 µM), for inactives: at the top dose activation, actives largely listed as activators; 0.073% of 360,000 active; note: potency is the fitted concentration of half-maximal effect; nearly all actives have a fitted effect of over 60% in size
#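 Read-out is the fluorescence drop as BODIPY-GDP leaves Rap1B (480 nm excitation, 540 nm emission), recorded every 5 minutes over 30 minutes. Reactions held 100 nM EPAC1, 250 nM Rap1B–BODIPY-GDP and 50 uM GDP, with 6.5 mM cAMP setting full activation.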
# IL2 activator – qHTS of IL-2 Activators; IL-2 activation reporter assay, cell-based qHTS; stimulated with anti-CD3/CD4/CD28 beads; in transgenic mouse T cells; activation, % (series mostly up to about 46 µM); 0.065% of 360,000 active; AID 652025, 2013; in the data active = activation above about 50%; inconclusive = mostly about 30% to 49%; note: 0% is about no effect
#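 Readout is EGFP and DsRed signal by fluorescent plate cytometry after 18 h at 37 degrees C. Transgenic mouse T cells (750/well) received compound for 60 min before bead stimulation (anti-CD3, anti-CD4, anti-CD28); memory T cells served as non-tolerant control.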
# PI5P4Ka inh – qHTS for Inhibitors of phosphatidylinositol 5-phosphate 4-kinase (PI5P4K); Phosphatidylinositol 5-phosphate 4-kinase type-2 alpha (Homo sapiens), P48426; PI5P4Kalpha enzyme, ADP-Glo luminescence, 60 min; active compounds read low; max response, %; 1.2% of 330,000 active; active = max response of -50% or lower; inconclusive = between -30% and -50%; inactive = -30% or higher; note: value at the top dose of about 77 µM; % is set by controls: 0 for no effect and ±100 for the full control effect
#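 Enzyme plus substrate dispensed, test compounds pinned in, then ATP (5 microM final) added. After 60 min at RT, ADP-Glo reagent 1 for 45 min and reagent 2 for 30 min preceded luminescence imaging.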
# EPAC2 ag – qHTS for Agonist of cAMP-regulated guanine nucleotide exchange factor 4 (EPAC2): primary screen. Rap guanine nucleotide exchange factor 4 (Homo sapiens), Q8WZA2. EPAC2 activation, biochemical qHTS; response scale: 100% = 6.5 mM cAMP response. Potency, µM (highest dose often 154 µM), without a hit: at the highest dose activation, hits mostly activators. 0.079% of 360,000 active. AID 720711, 2013; note: potency is the fitted concentration of half-maximal effect; nearly all actives have a fitted effect of over 50% in size
#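 In this primary screen, activation is scored as increased exchange of BODIPY-GDP from Rap1B by 100 nM EPAC2, with 50 uM GDP as competitor. Signal is normalized to the 6.5 mM cAMP agonist control.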
# * marks the source's active call; other numbers are inactive results; ? = inconclusive; / = not tested or not shown; [ ] = remark or other dose. Unless noted, calls come from the whole dose curve; as a rule, active = well fitted curve in the direction sought with a large enough effect; inconclusive = small, poorly fitted or top-dose-only effect, or another doubt; inactive = no such curve, though single readings can be large; an effect the other way counts as inactive or inconclusive.
SMILES	EPAC1 antagonist	PLK1 PBD inh	WRN helicase inh	CCT modulator	EPAC1 ag	IL2 activator	PI5P4Ka inh	EPAC2 ag
COc1ccc(C(=O)N(C)Cc2ccc(C)o2)cc1OC1CCN(C(C)=O)CC1	3%	-8%	-6%	-3.9	0%	0.4	0	4%
Cc1ccc(-n2c(N)c(C(=O)N3CCOCC3)sc2=S)c(C)c1	-1%	19µM*	-6%	0.8	3%	-0.1	/	0%
O=C(CSc1ccc2nnc(-c3cccnc3)n2n1)N1CCOCC1	-6%	-1%	3%	1.0	1%	-2.2	9	9%
Cc1ccc(S(=O)(=O)NCC(=O)OCC(=O)NC(=O)c2cccn2C)cc1	8%	-8%	-7%	-2.6	8%	-1.0	/	14%
O=c1c2ccccc2nc(COc2ccccc2)n1/N=C/c1ccc(O)c(O)c1	-28%	-1%	?	1.4	2%	-0.1	-15	14%
CC(=O)OCC#CCSc1nc2ccccc2n1C	0%	-10%	9%	-0.2	-7%	-1.2	0	1%
Cc1[nH]c2ccccc2c1C(=O)CSC(=S)N1CCCCC1	1%	-1%	-2%	-1.9	9%	-0.5	15	6%
O=c1[nH]c2ccccc2nc1Cc1ccc(Cl)cc1	-3%	-1%	-1%	-7.7	3%	0.6	5	-4%
COCCCNC(=O)C[C@H]1C[C@H](C(=O)N2CCOCC2)[C@@]2(C)c3[nH]c4ccc(Cl)cc4c3CCN2C1=O	17%	-1%	13%	0.2	-13%	-0.9	1	4%
COc1ccc(CNC(=O)C(C)N2C(=O)COc3ccc(C)cc32)c(OC)c1 (stereo unspecified)	-11%	-14%	0%	-5.8	3%	-3.8	4	7%
O=C(Nc1cccc(S(=O)(=O)NC2=NCCC2)c1)c1cc(-c2ccco2)nc2ccccc12	?	?	?	-1.4	5%	-2.2	-75*	8%
CCOC(=O)c1ccc(N2C(=O)C(O)=C(C(C)=O)C2c2ccccc2)cc1 (stereo unspecified)	2%	-4%	-11%	-3.5	-1%	-0.3	3	-2%
CCC(C)Sc1ccc([C@H]2N[C@@](C)(C(=O)OC)[C@H]3C(=O)N(CC)C(=O)[C@@H]23)cc1 (stereo partly specified)	-1%	1%	1%	0.0	-12%	0.7	2	13%
CSc1ccc(CNc2ccc(C)c(C)c2)cc1	2%	-4%	-9%	0.3	13%	-0.8	/	17%
CC1(C(=O)Nc2cccc(C(F)(F)F)c2)Cc2c(-c3cccc(C(F)(F)F)c3)ccnc2O1 (stereo unspecified)	-23%	1%	-11%	0.4	-22%	0.3	22	5%
Cc1cc(=O)n2[nH]c(SCc3ccccc3)nc2n1	10%	-4%	6%	-0.4	1%	-0.2	-4	-8%
COc1ccc(Cl)cc1N=Cc1c(O)cc(C)oc1=O	-1%	1%	-7%	-1.5	19%	0.3	/	9%
CCSc1c(C(=O)NC)ccc2c1C(=O)c1ccccc1C2=O	7%	-8%	-6%	1.6	7%	0.0	0	17%
CCOC1=NC(C(=O)O)c2ccccc2/C(=C(/C)Cl)N1 (stereo unspecified)	5%	-11%	-9%	-0.9	-4%	-0.6	4	8%
CCN1CCc2c(sc(NC(=O)c3ccc(S(=O)(=O)N(C)c4ccccc4)cc3)c2C(=O)NC)C1	7%	?	6%	-1.2	8%	-0.8	-3	100µM*
COc1ccc(C)cc1NC(=O)NCc1ccc(F)cc1	?	3%	3%	1.1	2%	0.8	1	9%
CC1CCN(C(=O)COC(=O)c2c[nH]c3ccccc23)CC1	6%	-4%	-10%	2.1	4%	-1.5	-1	6%
CCOC(=O)N1CCN(C(=O)c2ccccc2CCc2ccccc2)CC1	17%	-1%	9%	-0.8	-3%	-0.2	-1	1%
CCOC(=O)Cc1nnc(Nc2ccc(C)cc2C)c2ccccc12	-2%	2%	-11%	-2.1	6%	-3.4	1	2%
Cc1nc2ccccc2c2c1C(=O)N(C1CCCCCCC1)C2=O	4%	-1%	0%	-1.5	4%	-1.7	0	2%

# Part of the list above, reformatted:
# Every second line gives: EPAC1 antagonist | PLK1 PBD inh | WRN helicase inh | CCT modulator | EPAC1 ag | IL2 activator | PI5P4Ka inh | EPAC2 ag
> Cc1ccc(S(=O)(=O)NCC(=O)OCC(=O)NC(=O)c2cccn2C)cc1
  8% | -8% | -7% | -2.6 | 8% | -1.0 | / | 14%
> O=c1c2ccccc2nc(COc2ccccc2)n1/N=C/c1ccc(O)c(O)c1
  -28% | -1% | ? | 1.4 | 2% | -0.1 | -15 | 14%
> CC(=O)OCC#CCSc1nc2ccccc2n1C
  0% | -10% | 9% | -0.2 | -7% | -1.2 | 0 | 1%
> Cc1[nH]c2ccccc2c1C(=O)CSC(=S)N1CCCCC1
  1% | -1% | -2% | -1.9 | 9% | -0.5 | 15 | 6%
> O=c1[nH]c2ccccc2nc1Cc1ccc(Cl)cc1
  -3% | -1% | -1% | -7.7 | 3% | 0.6 | 5 | -4%
> COCCCNC(=O)C[C@H]1C[C@H](C(=O)N2CCOCC2)[C@@]2(C)c3[nH]c4ccc(Cl)cc4c3CCN2C1=O
  17% | -1% | 13% | 0.2 | -13% | -0.9 | 1 | 4%
> COc1ccc(CNC(=O)C(C)N2C(=O)COc3ccc(C)cc32)c(OC)c1 (stereo unspecified)
  -11% | -14% | 0% | -5.8 | 3% | -3.8 | 4 | 7%
> O=C(Nc1cccc(S(=O)(=O)NC2=NCCC2)c1)c1cc(-c2ccco2)nc2ccccc12
  ? | ? | ? | -1.4 | 5% | -2.2 | -75* | 8%
> CCOC(=O)c1ccc(N2C(=O)C(O)=C(C(C)=O)C2c2ccccc2)cc1 (stereo unspecified)
  2% | -4% | -11% | -3.5 | -1% | -0.3 | 3 | -2%
> CCC(C)Sc1ccc([C@H]2N[C@@](C)(C(=O)OC)[C@H]3C(=O)N(CC)C(=O)[C@@H]23)cc1 (stereo partly specified)
  -1% | 1% | 1% | 0.0 | -12% | 0.7 | 2 | 13%

# Returning to the listing, starting two compounds before the break.
SMILES	EPAC1 antagonist	PLK1 PBD inh	WRN helicase inh	CCT modulator	EPAC1 ag	IL2 activator	PI5P4Ka inh	EPAC2 ag
CCOC(=O)Cc1nnc(Nc2ccc(C)cc2C)c2ccccc12	-2%	2%	-11%	-2.1	6%	-3.4	1	2%
Cc1nc2ccccc2c2c1C(=O)N(C1CCCCCCC1)C2=O	4%	-1%	0%	-1.5	4%	-1.7	0	2%
COc1cccc(C(=O)OCC(=O)NC(C)CCc2ccccc2)c1O (stereo unspecified)	-19%	-12%	-1%	0.5	-12%	0.7	0	1%
CCOC(=O)C(C)Sc1nc(N2CCOCC2)c2c(c1C#N)CC(C)(C)OC2 (stereo unspecified)	-1%	-6%	-1%	-1.3	5%	-2.7	8	14%
COc1ccccc1CC(=O)O/N=C(\N)c1cccc([N+](=O)[O-])c1	-12%	?	6%	-3.7	8%	0.6	2	10%
CC1(C)Cc2c(c(=S)nc(-c3ccccc3)n2Cc2cccnc2)CO1	6%	-3%	-4%	4.0	2%	1.7	8	4%
COc1ccc(-c2nc3ccccc3c(=O)n2CCOc2cc(C)ccc2C)cc1	-25%	1%	10%	1.2	-1%	-3.1	12	12%
Cc1cccc(C)c1NC(=S)NNc1ncc(C(F)(F)F)cc1Cl	-2%	-15%	-7%	-4.7	1%	-2.1	-1	8%
CC1CN(S(=O)(=O)c2cccc(C(=O)OCC(=O)c3cccs3)c2)CC(C)O1 (stereo unspecified)	9%	-8%	-6%	-1.2	10%	0.2	-11	7%
CC(Oc1ccccc1)C(=O)OCC(=O)NC(=O)NC1CCCCC1 (stereo unspecified)	-13%	-4%	-1%	4.1	2%	0.6	5	2%
COc1ccccc1/C=N/n1c(C)nnc1-n1nc(C)cc1C	-3%	-4%	-2%	0.9	4%	0.5	/	8%
CCc1cccc(C)c1NC(=O)c1ccc2nc(N3CCOCC3)sc2c1	-4%	-6%	4%	-4.3	-4%	-0.9	-3	3%
Cn1c(=O)c2c(-c3ccccc3)n(-c3cc([N+](=O)[O-])ccc3O)cc2n(C)c1=O	5%	-16%	-4%	-2.7	2%	-0.5	-28	11%
O=C(COC(=O)Cc1ccc(S(=O)(=O)N2CCOCC2)s1)Nc1ccc(F)cc1F	10%	4%	-3%	-3.3	4%	-0.3	-9	-3%
CCCCc1nnc(NC(=O)CCS(=O)(=O)c2ccc(C)cc2)s1	5%	-5%	1%	0.1	8%	2.1	-1	4%
Cc1cccn2c(=O)nc(SCC(=O)NC3CCCC3)nc12	-6%	-2%	8%	1.0	3%	-0.5	1	7%
N#Cc1ccc(CSc2nnc(-c3ccncc3)n2CCc2ccccc2)cc1	-1%	-19%	7%	-1.2	3%	-2.6	0	5%
CC(C(=O)Nc1ccccc1-c1ccccc1)N(C)Cc1nc2ccccc2c(=O)[nH]1 (stereo unspecified)	-4%	6.7µM*	1%[57.1 µM]	-4.8	2%	0.6	-16	12%
Cc1ccc(N=N/C(=C\O)C(=O)c2ccc(Cl)cc2)cc1	-32%	24µM*	2%[57.1 µM]	-4.9	1%	0.2	-5	6%
COc1ccc(S(=O)(=O)N(C)c2ccc(C(=O)N3CCCC3)cc2)cc1OC	-27%	-3%	4%	-0.4	6%	-0.3	-4	4%
COc1ccc(OCCN2CCC(C(=O)NC(c3ccc(F)cc3)c3ncccc3C)CC2)cc1 (stereo unspecified)	0%	-2%	-9%	0.8	-3%	0.8	0	6%
COc1cccc(OC)c1C(=O)Nc1cccnc1	7%	-11%	5%	-0.1	12%	-0.2	3	3%
COc1ccccc1CNC(=O)COC(=O)c1cccc(S(=O)(=O)N2CCOCC2)c1	-12%	-6%	0%	-1.3	1%	-3.1	4	-1%
COc1cc(OC)cc(-c2c(C#Cc3ccsc3)c3cc(-c4ccc5c(c4)OCO5)ccc3n2C)c1	4%	8%	1%	-0.1	-1%	-2.5	-2	-3%
O=C(CN(CC1CCCO1)C(=O)CNS(=O)(=O)c1ccc(F)cc1)NCc1ccc(F)cc1 (stereo unspecified)	-11%	-5%	5%	-0.7	1%	-2.5	6	-8%
Cc1cc(NC(=O)CN2CCCCC2)no1	4%	-7%	-4%	-2.7	2%	2.7	-19	10%

# These rows are one share of the data, so the mix of outcomes need not match the whole.
